# Assay outcomes: PubChem BioAssay, several laboratories
# Dynein cargo inh – inhibitors of GR-EGFP nuclear translocation, primary screen, dynein cargo transport inhibitor project, imaging, high-content, 3617.4 mouse cells. AID 1381, 2008. z-score, hits read low. test concentration mostly 20 µM; stimulated with dexamethasone, 1 µM; hits give low values. actives 0.47% (n = 220,000);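 active = plate z-score of nuclear minus cytoplasmic receptor signal below a set negative limit, without overly bright fluorescence or cell loss, cut at about -3.5 in these data, passing the limit was not always enough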;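 note: z-score of nuclear minus cytoplasmic ring GR-EGFP intensity difference per well; some compounds called inactive have numbers as strong as hits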
#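 medium = tetracycline-free induction medium containing charcoal-stripped FBS | probe or stimulus = dexamethasone, 1.0 µM final | timing = 48 h induction, then 1 h compound, then 30 min agonist, 37 °C | detection = automated 10x imaging of fixed Hoechst-stained cells | read-out basis = nuclear versus cytoplasmic GR-EGFP signal, averaged per well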
# Ins promoter up – insulin promoter activators in MIN6 cells, imaging, high-content screening, mouse beta cells. actives 0.3% (n = 190,000). z-score at 5 µM. AID 1625, 2009. MIN6 insulin promoter-GFP reporter; hits give high values;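 active = z-score above 3 at 5 µM with at least 500 cells counted in the well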
# MT stabilizer – microtubule stabilizers in HeLa cells, primary screen, imaging, high-content imaging. HeLa tubulin immunostaining HCS, 24 h; share of cells brighter than vehicle mean+2SD. % tubulin-high responders, % at 10 µM. actives 0.83% (n = 200,000);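 active = plate Z-score above 3 for both tubulin-high and condensed-nucleus cell shares, with cell loss under 80%, at 10 µM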;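 note: anti alpha tubulin signal scored within the nucleus-defined area of each cell; some results filed as inactive read as strong as hits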
# Autophagy mod – autophagy modulators in MEF cells, primary screen, imaging, high-content, MEF GFP-LC3 | MEF GFP-LC3 puncta imaging; test concentration mostly 10 µM | calls only at 10 µM (by protocol) | actives 0.98% (n = 190,000) | AID 463193, 2010;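 active = percentage of spot-positive cells more than 3 SD above its plate mean, without a fluorescence outlier flag or 80% toxicity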;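 note: spot-positive cell cutoff set from DMSO-treated cells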
# K1F lysis inhibition – inhibition of K1F phage lysis, E. coli UTI89, bacterial capsule biogenesis inhibitors, alamar blue (AID 488966); E. coli UTI89 K1F phage lysis, alamar blue, 2 h; higher % means a stronger effect; one-dose inhibition, % at 100 µM; IC50 in µM for titrated hits; actives 0.02% (n = 340,000);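 active = phage lysis inhibition, versus mean bacterial control, above a set limit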;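 note: capsule biogenesis inhibitors block K1F phage lysis so surviving cells raise fluorescence; higher fluorescence means more inhibition of phage lysis; actives were called in the ten point dose series up to 300 µM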
# CSM14.1 death rescue – rescue of cells from ER stress-induced death, primary screen, 384-well, CSM14.1, thapsigargin, ATP luminescence (AID 1222). 190,000 tested, under 10 active. CSM14.1 thapsigargin-induced death rescue, ATP luminescence; higher % means a stronger effect. cellular ATP content (survival), % at 20 µM, or EC50 in µM where a hit was titrated;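 active = EC50 below 50 µM in the dose-response confirmation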;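 note: death triggered by thapsigargin at about 15 µM added after 2 h compound pretreatment; cell ATP read after overnight thapsigargin exposure of roughly 18 to 22 hours; normalized against plate controls of thapsigargin alone and 5% DMSO vehicle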
# M1AAP inhibition – P. falciparum M1AAP inhibitors, biochemical, fluorogenic H-Leu-NHMec substrate, 1536-well (AID 1445); recombinant M1AAP, H-Leu-NHMec fluorogenic kinetic assay; higher % means a stronger effect; Aminopeptidase N (Plasmodium falciparum (isolate 3D7)); actives 0.42% (n = 220,000); one-dose inhibition, % at 30 µM; IC50 in µM for titrated hits;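 active = primary inhibition above the hit cutoff, then over 50% inhibition at one or more dose response concentrations, cut at about 23% in these data, passing the limit was not always enough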;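 note: plate controls were DMSO full reaction for no effect and no enzyme background for full effect; strong numbers were not always called active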
# bCat nuc transl – modulators of beta-catenin nuclear translocation, primary screen, imaging, HeLa cells, immunofluorescence, high-content | nuclear translocation activity, % at 5 µM | actives 0.3% (n = 190,000);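 active = nuclear translocation activity above 50% at 5 µM, with a well cell count of 50 or more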;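 note: per-cell ratio of nuclear to cytoplasmic median beta-catenin stain intensity; plate controls were DMSO negative control for no effect and GSK-3 inhibitor IX positive control for full effect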
#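 Test system: HeLa cells, endogenous beta-catenin; Compound: single 5 µM dose plus 0.02–20 µM confirmation series; Times: compound exposure 24 h at 37°C; Signal: fluorescence imaging of beta-catenin antibody stain plus DAPI; Read-out: % activation, nuclear-to-cytoplasmic median beta-catenin signal ratio per cell.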
# P. falciparum M17LAP – P. falciparum M17LAP inhibitors, primary screen, biochemical, fluorogenic H-Leu-NHMec substrate, 1536-well (AID 1619); Leucine aminopeptidase (Plasmodium falciparum (isolate 3D7)); recombinant M17LAP, H-Leu-NHMec fluorogenic kinetic assay; higher % means a stronger effect; inhibition, % at 30 µM; hits with a dose series show IC50 in µM; actives 0.38% (n = 220,000);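 active = compound inhibiting the enzyme by more than half at any dose during confirmatory dose-response retesting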;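 note: plate controls were full reaction with DMSO carrier for no effect and no enzyme background for full effect; strong numbers were not always called active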
# Dynein cargo inh cytoplasmic EGFP – second read-out of Dynein cargo inh, no call of its own (marks repeat the call); z-score; measured here: cytoplasmic GR-EGFP intensity; hits give high values
# Dynein cargo inh nuclear GR-EGFP – recorded beside Dynein cargo inh, whose call it bears; z-score; measured here: nuclear GR-EGFP intensity;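 lower value marks the stronger effect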
# Dynein cargo inh cell count – also measured in Dynein cargo inh; calls as there; z-score; measured here: cell count per field
# Ins promoter up cell count – also measured in Ins promoter up; calls as there; cell count; measured here: cytotoxicity, nuclei count;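 total cells summed across four imaged fields per well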
# bCat nuc transl cell count 5 µM – also measured in bCat nuc transl; calls as there; cell count; measured here: cell count, cytotoxicity flag
# MT stabilizer Hoechst-high % – recorded beside MT stabilizer, whose call it bears; % Hoechst-high responders; measured here: nuclear condensation Hoechst responders;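 share of cells brighter than vehicle mean plus two SD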
# MT stabilizer cytotoxicity % – second read-out of MT stabilizer, no call of its own (marks repeat the call); toxicity, %; measured here: cytotoxicity by cell density;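 0% = mean cell density of plate MIN control wells and 100% = no cells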
# Autophagy mod cell loss 18 h – also measured in Autophagy mod; calls as there; toxicity, %; measured here: cell loss, nuclei count;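 cell loss after 18 h compound exposure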
# * marks the source's active call; other numbers are inactive results; i = inactive; . = no result given; [ ] = remark or other dose.
Molecule,Dynein cargo inh,Dynein cargo inh cytoplasmic EGFP,Dynein cargo inh nuclear GR-EGFP,Dynein cargo inh cell count,Ins promoter up,Ins promoter up cell count,MT stabilizer,MT stabilizer Hoechst-high %,MT stabilizer cytotoxicity %,Autophagy mod,Autophagy mod cell loss 18 h,K1F lysis inhibition,CSM14.1 death rescue,M1AAP inhibition,bCat nuc transl,bCat nuc transl cell count 5 µM,P. falciparum M17LAP
O=C1c2ccccc2C(=O)N1Nc1ccccc1,0.452,-0.226,-0.494,-0.811,.,.,2.5,1.6,7.5,i,-30.9,0.4%[50 µM],0.6%,5.9%,.,.,6.5%
CCc1ccccc1N=C1S/C(=C/c2ccccc2OCC(=O)N2CCOCC2)C(=O)N1C,-0.35,-0.258,-0.397,0.368,-0.51,1231,5.7,2.3,7.6,i,-10.5,-4.3%,0.0%,8.2%,-2.2,968,-9.9%
CCOC(=O)c1cc(C#N)c(=S)[nH]c1C,-0.181,-0.239,0.717,-0.267,0.5,1230,1.6,1.7,2.7,i,15.1,-0.4%,.,6.5%,-0.5,1006,16.8%
COc1ccccc1Nc1nc(-c2ccccc2O)nc2ccccc12,0.418,-0.36,0.312,0.771,-0.17,1431,0.6,1.3,5.9,i,-8.4,0.3%,-1.8%,11.4%,-2.5,997,-5.9%
Cc1nnc(NC(=O)c2cccc(S(=O)(=O)N3CCc4ccccc43)c2)s1,1.01,0.146,0.783,0.522,-0.87,952,2.8,1.4,4.6,i,-1.8,1.0%,-0.4%,4.3%,-1.9,1231,4.1%
CCOC(=O)c1[nH]cc(-c2ccccc2)c1N1CCOCC1,-0.278,-0.286,-0.115,1.5,0.09,1682,3.1,2.7,8.9,i,0.1,5.8%,2.0%,11.8%,-1.2,1065,-7.1%
CN(C)S(=O)(=O)c1ccc(C(=O)Nc2ccccn2)cc1,-0.569,-0.322,-0.157,-0.226,-0.07,1383,2.3,1.4,4.2,i,-1.3,0.7%[50 µM],-0.8%,7.9%,-2.4,1039,2.0%
Cc1cc(NC(=O)COC(=O)c2cc(S(=O)(=O)N(C)c3ccccc3)ccc2Cl)no1,-1.03,-0.805,-0.783,0.707,0.42,1010,.,.,.,.,.,0.2%,.,.,0.9,1311,.
C[N+](C)(C)CCCCCC(=O)/C=N/O,-0.218,-0.24,-0.185,0.539,-0.04,1270,3.4,2.0,2.1,i,11.3,1.6%,-0.9%,1.5%,0.5,516,7.1%
FC(F)(F)c1nc(SCc2ccc(Cl)cc2Cl)n[nH]1,-0.0798,-0.249,-0.269,0.676,.,.,.,.,.,.,.,-0.8%,.,0.3%,1.0,1130,2.3%
C#CC(C)(CC)NC(=O)Cn1nnc(-c2cccc(C(F)(F)F)c2)n1 (stereo unspecified),-0.576,-0.124,-0.319,0.871,0.95,1219,1.0,2.3,5.2,i,11.5,0.2%,-0.8%,13.3%,-0.9,1055,5.4%
CC(C)c1nc2cc3ccccc3cc2[nH]1,1.12,-0.344,0.627,0.222,0.51,1186,3.5,1.6,16.2,i,9.0,-1.3%,-1.4%,-0.7%,-5.4,971,-1.4%
COC(=O)c1sccc1NC(=O)c1c(C)cc(=O)oc1C,-0.0312,-0.134,0.115,0.474,0.99,1354,4.6,3.4,8.4,i,-6.0,3.9%,-1.5%,-5.7%,1.3,1126,-0.7%
COc1ccc(NC2c3ccccc3C(=O)N2c2cccnc2)cc1 (stereo unspecified),-0.0943,-0.163,0.341,-0.0774,0.21,1053,.,.,.,.,.,1.2%[50 µM],.,6.8%,-0.3,1378,5.5%
O=C1CSC(c2ccc([N+](=O)[O-])cc2)N1C1CCCCC1 (stereo unspecified),-0.464,-0.171,-0.45,0.893,-0.32,1000,2.1,1.6,6.8,i,-2.0,0.5%,0.1%,1.0%,.,.,14.0%

# (listing goes on)
Molecule,Dynein cargo inh,Dynein cargo inh cytoplasmic EGFP,Dynein cargo inh nuclear GR-EGFP,Dynein cargo inh cell count,Ins promoter up,Ins promoter up cell count,MT stabilizer,MT stabilizer Hoechst-high %,MT stabilizer cytotoxicity %,Autophagy mod,Autophagy mod cell loss 18 h,K1F lysis inhibition,CSM14.1 death rescue,M1AAP inhibition,bCat nuc transl,bCat nuc transl cell count 5 µM,P. falciparum M17LAP
COC(=O)CCC(=O)NC(=S)Nc1sc(C)c(C)c1C(N)=O,-0.157,-0.291,-0.53,0.0792,-0.89,1221,21.2*,45.3*,50.3*,i,35.5,1.4%,-0.2%,6.4%,1.3,474,-19.2%
CC(=O)c1cccc(S(=O)(=O)N(CCCO)Cc2cc3ccc(C)cc3[nH]c2=O)c1,-0.00235,-0.121,0.0545,0.389,-0.38,1250,1.9,1.7,3.5,i,-8.4,1.3%,-0.8%,3.5%,-6.7,1017,4.7%
COc1ccc(C(=O)/C=C/c2ccc(OC3CSC3)cc2)cc1,-1.06,-0.0968,-0.506,0.593,-0.56,1490,3.8,2.0,5.2,i,7.3,1.5%[50 µM],-1.0%,14.6%,-0.1,1105,-1.0%
CC(NC(=O)COC(=O)Cc1ccc(-c2ccccc2)cc1)c1ccccc1 (stereo unspecified),1.23,-0.233,0.437,-1.37,0.9,1300,4.5,3.6,6.7,i,-8.3,1.6%,-0.4%,9.6%,-3.1,608,3.0%
Cc1ccc(N2CC(C(=O)OCc3ccccc3)CC2=O)cc1 (stereo unspecified),-0.802,-0.211,-0.189,0.492,0.4,1121,4.7,3.3,7.5,i,-6.8,-0.1%,-1.0%,-7.2%,-2.1,1179,7.0%
O=C(O)CNC(=O)/C=C/c1ccc(Cl)cc1Cl,1.58,-0.255,1.52,-1.2,-0.3,1176,7.3,1.5,6.6,i,8.4,0.3%,-1.7%,-1.5%,-0.3,1096,3.4%
Cc1cc(C(=O)COC(=O)[C@H](C)NC(=O)c2ccco2)c(C)n1Cc1ccco1,-0.565,-0.337,-0.285,1.28,-0.3,1232,6.3,1.9,4.9,i,-4.7,-0.7%,.,4.2%,-2.7,1077,-0.9%
CCN(CC)Cc1csc2ccc(Br)cc12,-0.627,-0.13,0.249,1.15,-1.3,1416,2.4,2.0,4.3,i,-22.6,-0.1%,-0.8%,7.1%,-2.0,1436,1.0%
Cc1ccc(-c2noc(CN3CCN(Cc4ccccc4)CC3)n2)cc1,-0.969,-0.156,-0.491,0.111,-0.34,1039,3.9,2.1,7.8,i,-4.6,0.3%,1.7%,10.5%,1.9,1076,7.5%
CCOc1ccccc1C(=O)N1c2ccccc2Sc2ccccc21,-0.0273,-0.285,0.218,-0.232,-0.66,963,3.0,1.4,0.4,i,-2.9,0.5%,-0.2%,18.3%,.,.,1.1%
CCN(CC)c1ccc(NC(=O)CN2CCN(c3ccc(F)cc3)CC2)cc1,-0.062,-0.232,0.114,0.884,0.9,1242,1.1,1.7,4.5,i,-6.3,4.3%,-0.6%,2.7%,-0.9,1183,-5.2%
COc1ccccc1Oc1ccc(NC(=O)c2ccc(Cl)cc2)cc1,0.364,-0.329,1,-1.02,-0.6,1512,1.8,1.7,1.2,i,21.1,0.1%,-0.6%,-2.4%,-1.0,1033,1.0%
CCCCNC(=O)CSc1nc2ccc(Nc3nc(N4CCOCC4)nc(N4CCOCC4)n3)cc2s1,0.485,-0.262,0.235,0.299,-2.69,924,.,.,.,.,.,-0.6%,.,3.9%,-1.8,1297,-2.5%
O=C(NCCc1ccc(S(=O)(=O)N2CCCC2)cc1)c1cccs1,-1.67,-0.166,-0.466,1.1,0.12,1199,2.2,2.1,4.2,i,7.8,0.3%,-3.1%,4.8%,-1.5,790,22.4%
COC(=O)C1=C(C)N(c2cccc3ccccc23)C(=O)C1,-1.63,-0.0317,-0.668,0.835,-0.87,1234,2.3,2.2,4.7,i,-2.2,-0.3%,-1.1%,8.6%,.,.,-11.0%
Cc1ccc(-c2nnc(-c3ccccc3)c(-c3ccccc3)n2)cc1,0.225,-0.267,-0.0645,1.13,.,.,3.7,1.8,7.3,i,2.2,7.5%,-0.8%,-7.3%,0.3,952,-6.0%
COc1ccc(CCNC(=O)c2cc(-c3ccc4c(c3)OCO4)on2)cc1OC,-0.884,-0.403,-0.344,0.647,-0.79,1446,3.0,2.6,4.1,i,-0.3,-1.3%,-0.5%,-5.1%,-0.2,920,-3.3%

# Hits appear at their usual frequency. Share with any hit: about 2.9%.
